From PubChem
T cell modulator: modulators of CD8 T cell-vesicle binding, primary screen, mouse 2C CD8+ T cells, flow cytometry. 2C CD8+ T cell-vesicle binding; active compounds read low. calls only at 7 µM. 330,000 compounds, 0.068% hits. AID 2052, 2009;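 active = response, share of CD8 T cells binding vesicles, and their 90th percentile fluorescence all below set limits, cut at about 80% in these data, passing the limit was not always enough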
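incubation = binding step 1.5 h, 37 °C, antibody labelling 20 min, ice | test system = 2C mouse CD8+ T cells | read-out basis = percent CD8+ FL2 mean versus row control | controls = Peptide-free naked vesicles (low) and QL9 vesicles with 0.7% DMSO vehicle (high) | detection = flow cytometry of vesicle-bound cells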
K1F lysis inhibition: inhibition of K1F phage lysis, E. coli UTI89, bacterial capsule biogenesis inhibitors, alamar blue (AID 488966) | E. coli UTI89 K1F phage lysis, alamar blue, 2 h; higher % means a stronger effect | one-dose inhibition, % at 100 µM; IC50 in µM for titrated hits | 340,000 compounds, 0.02% hits;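 active = phage lysis inhibition, versus mean bacterial control, above a set limit; inconclusive = no clear call, values can overlap the other calls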;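 also: capsule biogenesis inhibitors block K1F phage lysis so surviving cells raise fluorescence; higher fluorescence means more inhibition of phage lysis; actives were called in the ten point dose series up to 300 µM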
Dengue-2 NS5 capping: Dengue-2 NS5 methyltransferase inhibitors, primary screen, biochemical, confirmation dose response (AID 588689) | Genome polyprotein (Dengue virus type 2 (strain 16681-PDK53)) | Dengue-2 NS5 methyltransferase capping enzyme assay, biochemical; higher % means a stronger effect | inhibition, % at 25 µM, or IC50 in µM where a hit was titrated | 340,000 compounds, 0.3% hits; in the data active = a potency from the dose series; inconclusive = inhibition above about 29% without an active follow-up result
Large T inhibition: SV40 large T antigen inhibitors, biochemical (AID 1903); 310,000 compounds, 0.39% hits; inhibition, % at 20 µM; hits with a dose series show IC50 in µM; SV40 large T antigen ATPase/helicase inhibition assay; higher % means a stronger effect; in the data active = a potency from the dose series; inconclusive = inhibition mostly from about 32% at the one dose, without a potency; inactive = the rest, 99 in 100 with inhibition below about 32%; also: strong numbers were not always called active
Salmonella PhoP GFP: inhibitors of PhoP regulon expression, primary screen, Salmonella Typhimurium, GFP reporter (AID 1863); S. Typhimurium PhoP-regulated promoter GFP reporter, 4 h; higher % means a stronger effect; inhibition, % at 50 µM, or IC50 in µM where a hit was titrated; 300,000 compounds, 0.16% hits;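 active = inhibition over 29.93%, a cutoff 3 SD above the screen mean, later confirmed by dose response; inconclusive = inhibition over 29.93% but no dose response follow-up; inactive = inhibition at most 29.93% or unconfirmed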;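 also: 0% = low Mg2+ inducing control and 100% = high Mg2+ repressing control; strong numbers were not always called active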
NTR1 ag: agonists of NTR1, primary screen, imaging, U2OS cells, beta-arrestin-GFP, high content (AID 493036) | NTR1-U2OS beta-arrestin-GFP spot imaging, agonist mode | 330,000 compounds, 0.17% hits | Neurotensin receptor type 1 (Homo sapiens), P30989 | activation, % at 20 µM;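 active = activation at or above 40% of the spot to cytoplasm intensity ratio, with at least 20 cells analyzed; inconclusive = wells under 20 cells, flagged as cytotoxic or low count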;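 also: 0% = DMSO without peptide and 100% = 100 nM NTR1 peptide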
Target sequence (P30989 whole entry, looked up): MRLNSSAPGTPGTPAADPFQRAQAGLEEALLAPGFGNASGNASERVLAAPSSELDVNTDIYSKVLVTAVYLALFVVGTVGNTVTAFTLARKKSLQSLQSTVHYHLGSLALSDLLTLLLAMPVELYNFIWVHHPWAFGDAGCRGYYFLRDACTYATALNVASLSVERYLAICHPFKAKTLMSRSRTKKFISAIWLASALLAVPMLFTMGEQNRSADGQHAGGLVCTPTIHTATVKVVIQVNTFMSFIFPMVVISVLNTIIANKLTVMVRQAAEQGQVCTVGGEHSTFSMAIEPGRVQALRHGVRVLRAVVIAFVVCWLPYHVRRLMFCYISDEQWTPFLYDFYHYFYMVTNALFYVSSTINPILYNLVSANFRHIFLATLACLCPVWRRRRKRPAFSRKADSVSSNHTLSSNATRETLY
RSV CPE inhibition: RSV antiviral activity via CPE protection, HEp-2 cells, primary 10 µM value included (AID 2391); HEp-2 cells, RSV-induced CPE inhibition; higher % means a stronger effect; CPE inhibition, % at 10 µM, or IC50 in µM where a hit was titrated; 310,000 compounds, 0.13% hits; in the data active = a potency from the dose series; inconclusive = CPE inhibition mostly from about 23% at the one dose, without a potency; inactive = the rest, 99 in 100 with CPE inhibition below about 21%; also: strong numbers were not always called active
West Nile antiviral: West Nile virus antiviral activity, cell-based, CPE readout (AID 1621). West Nile virus-infected cells, CPE inhibition; higher % means a stronger effect. one-dose CPE inhibition, % at 10 µM; IC50 in µM for titrated hits. 290,000 compounds, 0.02% hits; in the data active = a potency from the dose series; inconclusive = CPE inhibition mostly from about 3.7% at the one dose, without a potency; inactive = the rest, 99 in 100 with CPE inhibition below about 2.2%; also: strong numbers were not always called active
MgcRacGAP inhibition: MgcRacGAP GTPase-activating activity inhibitors, confirmation, biochemical, ADP Hunter fluorescence. MgcRacGAP-stimulated Rac1 GTP hydrolysis, ADP Hunter fluorescence; higher % means a stronger effect; GST-tagged Rac1 F28L mutant substrate. Rac GTPase-activating protein 1 (Homo sapiens). AID 624330, 2012. one-dose inhibition, % at 30 µM; IC50 in µM for titrated hits. 340,000 compounds, 0.6% hits;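 active = first-screen hits whose inhibition reached a set limit at any dose in the follow-up dose series; inconclusive = inhibition above the set first-screen limit but never retested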;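 also: fluorescence reports GDP produced by GAP-driven GTP hydrolysis; strong numbers were not always called active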
T cell modulator vesicle-bound %: second read-out of T cell modulator, no call of its own (marks repeat the call); double positive events, %; measured here: CD8+ vesicle-bound cell fraction;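 binding gate set so that unloaded-vesicle control wells show 10% double positive cells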
NTR1 ag cell count 20 µM: recorded beside NTR1 ag, whose call it bears; cell count; measured here: cell count, cytotoxicity flag
* hit, by the source's call; & = joins results of further samples; [ ] = remark or other dose.

Results for O=C(Nc1ccccc1C(F)(F)F)N1CCN(c2ccccn2)CC1 ?
T cell modulator: inactive; K1F lysis inhibition: 12%; Dengue-2 NS5 capping: -5%; Large T inhibition: 2%; Salmonella PhoP GFP: 1%; NTR1 ag: 0.5; RSV CPE inhibition: 0.1%; West Nile antiviral: 0.7%; MgcRacGAP inhibition: 7%; T cell modulator vesicle-bound %: 18; NTR1 ag cell count 20 µM: 39

How did Cc1cc(C)n(-c2cccc(Cl)c2C#N)n1 do in these assays?
T cell modulator: inactive; K1F lysis inhibition: -0.3%; Dengue-2 NS5 capping: 2%; Large T inhibition: 13%; Salmonella PhoP GFP: -1%; NTR1 ag: 0.1; RSV CPE inhibition: 8.5%; West Nile antiviral: 0.6%; MgcRacGAP inhibition: 7%; T cell modulator vesicle-bound %: 21; NTR1 ag cell count 20 µM: 32

How did Cc1cccc(S(=O)(=O)N2CCn3cccc3C2C)c1 (centres undefined) do in these assays?
T cell modulator: inactive; K1F lysis inhibition: 0.1%[50 µM]; Dengue-2 NS5 capping: -14%; NTR1 ag: -0.9; RSV CPE inhibition: 1.7%; MgcRacGAP inhibition: 3%; T cell modulator vesicle-bound %: 29; NTR1 ag cell count 20 µM: 91

Results for C=CCN(C(=O)CCC(=O)Nc1cc(C)on1)C(C(=O)NC1CCCC1)c1ccc(CC)cc1 (centres undefined) ?
T cell modulator: inactive; K1F lysis inhibition: -0.5%; Dengue-2 NS5 capping: -7%; Large T inhibition: 7%; Salmonella PhoP GFP: -8%; NTR1 ag: -0.5; RSV CPE inhibition: 4.1%; West Nile antiviral: -1.2%; MgcRacGAP inhibition: 3%; T cell modulator vesicle-bound %: 19; NTR1 ag cell count 20 µM: 53

How did COc1ccccc1NC(C#N)c1ccccc1OCc1ccccc1 (centres undefined) do in these assays?
T cell modulator: inactive; K1F lysis inhibition: 1.1%[50 µM]; Dengue-2 NS5 capping: 5%; Large T inhibition: 24%; Salmonella PhoP GFP: -1%; NTR1 ag: 5.6; RSV CPE inhibition: 3.3%; West Nile antiviral: -0.5%; MgcRacGAP inhibition: -6%; T cell modulator vesicle-bound %: 35; NTR1 ag cell count 20 µM: 73

What do the screens show for `N/C(=N\OC(=O)c1ccc(F)cc1)c1nonc1N`?
T cell modulator: inactive; K1F lysis inhibition: -3.8%; Dengue-2 NS5 capping: -10%; Large T inhibition: 11%; Salmonella PhoP GFP: 31%; NTR1 ag: 3.6; RSV CPE inhibition: 1.4%; West Nile antiviral: 0.1%; MgcRacGAP inhibition: -2%; T cell modulator vesicle-bound %: 54; NTR1 ag cell count 20 µM: 57

What do the screens show for `COc1ccc(S(=O)(=O)N2CCCC2C(=O)NCC(=O)Nc2cccc(Cl)c2C)cc1` (centres undefined)?
T cell modulator: inactive; K1F lysis inhibition: 0.0%; Dengue-2 NS5 capping: 0%; Large T inhibition: 15%; Salmonella PhoP GFP: -4%; NTR1 ag: 0.2; RSV CPE inhibition: -0.1%; West Nile antiviral: -1.5%; MgcRacGAP inhibition: 8%; T cell modulator vesicle-bound %: 21; NTR1 ag cell count 20 µM: 43

How did O=C(Cc1ccccc1)Nc1ccc(NC(=O)C2CCCCC2)nc1 do in these assays?
T cell modulator: inactive; K1F lysis inhibition: 0.0%; Dengue-2 NS5 capping: -1%; Large T inhibition: 3%; Salmonella PhoP GFP: 6%; NTR1 ag: 1.9; RSV CPE inhibition: 0.7%; West Nile antiviral: 0.9%; MgcRacGAP inhibition: 11%; T cell modulator vesicle-bound %: 22; NTR1 ag cell count 20 µM: 47

What do the screens show for `CC(=O)Nc1ccc(C(=O)OCC(=O)Nc2ccccc2F)cc1`?
T cell modulator: inactive; K1F lysis inhibition: 0.6%; Dengue-2 NS5 capping: -8%; Large T inhibition: 23%; Salmonella PhoP GFP: 0%; NTR1 ag: -0.4; RSV CPE inhibition: 0.2%; West Nile antiviral: 0.5%; MgcRacGAP inhibition: 9%; T cell modulator vesicle-bound %: 56; NTR1 ag cell count 20 µM: 57

Results for COc1cccc(-c2nn(-c3ccccc3)cc2/C=C(\C#N)C(=O)NCCCn2ccnc2)c1 ?
T cell modulator: inactive; K1F lysis inhibition: -1.4%[50 µM]; Dengue-2 NS5 capping: -10%; Large T inhibition: 5%; Salmonella PhoP GFP: -23%; NTR1 ag: 3.5; RSV CPE inhibition: 6.8%; West Nile antiviral: -0.1%; MgcRacGAP inhibition: 4%; T cell modulator vesicle-bound %: 14; NTR1 ag cell count 20 µM: 42

How did COc1ccc(-c2nnc(SCc3ccccc3F)o2)cc1 do in these assays?
T cell modulator: inactive; K1F lysis inhibition: 0.2%; Dengue-2 NS5 capping: -1%; Large T inhibition: 5%; Salmonella PhoP GFP: 4%; NTR1 ag: 4.1; RSV CPE inhibition: 4.5%; West Nile antiviral: -0.1%; MgcRacGAP inhibition: 4%; T cell modulator vesicle-bound %: 26; NTR1 ag cell count 20 µM: 40

Results for Cc1cccc(N2CCN(CC(=O)NCc3ccc(Cl)cc3)CC2)c1C ?
T cell modulator: inactive; K1F lysis inhibition: 0.2%; Dengue-2 NS5 capping: -6%; Large T inhibition: -11%; Salmonella PhoP GFP: 4%; NTR1 ag: 2.0; RSV CPE inhibition: 12%; West Nile antiviral: -1.7%; MgcRacGAP inhibition: 12%; T cell modulator vesicle-bound %: 59; NTR1 ag cell count 20 µM: 66

What do the screens show for `CNS(=O)(=O)c1cccc(C(=O)OCC(=O)N2CCN(C(=O)c3ccco3)CC2)c1`?
T cell modulator: inactive; K1F lysis inhibition: 1.1%[50 µM]; Dengue-2 NS5 capping: -4%; NTR1 ag: 1.2; MgcRacGAP inhibition: 3%; T cell modulator vesicle-bound %: 28; NTR1 ag cell count 20 µM: 66

How did O=C(c1ccc(Br)cc1)N1CCN(S(=O)(=O)c2ccccc2)CC1 do in these assays?
T cell modulator: inactive; K1F lysis inhibition: -0.5%; Dengue-2 NS5 capping: -1%; Large T inhibition: 9%&4%; Salmonella PhoP GFP: -6%; NTR1 ag: 4.1; RSV CPE inhibition: 1.2%; West Nile antiviral: 0.5%; MgcRacGAP inhibition: 5%; T cell modulator vesicle-bound %: 19; NTR1 ag cell count 20 µM: 58

Results for CN(C)S(=O)(=O)c1cccc(NC(=O)CN(CCO)CC(=O)Nc2cccc(S(=O)(=O)N(C)C)c2)c1 ?
T cell modulator: inactive; K1F lysis inhibition: 0.1%; Dengue-2 NS5 capping: -5%; Large T inhibition: 11%; Salmonella PhoP GFP: -1%; NTR1 ag: -2.1; RSV CPE inhibition: 1.7%; West Nile antiviral: 0.2%; MgcRacGAP inhibition: 7%; T cell modulator vesicle-bound %: 54; NTR1 ag cell count 20 µM: 86

What do the screens show for `N#Cc1nc(-c2ccc(OCc3ccccc3)cc2)oc1N1CCC(C(N)=O)CC1`?
T cell modulator: inactive; K1F lysis inhibition: 0.2%; Dengue-2 NS5 capping: -1%; Large T inhibition: -1%; Salmonella PhoP GFP: -1%; NTR1 ag: 0.6; RSV CPE inhibition: -2.4%; MgcRacGAP inhibition: 6%; T cell modulator vesicle-bound %: 12; NTR1 ag cell count 20 µM: 69

How did COc1ccc(Cc2nnc(NC(=O)Nc3ccccc3F)s2)cc1OC do in these assays?
T cell modulator: inactive; K1F lysis inhibition: 0.4%; Dengue-2 NS5 capping: 1%; Large T inhibition: 8%; Salmonella PhoP GFP: -2%; NTR1 ag: 3.1; RSV CPE inhibition: 1.5%; West Nile antiviral: -1.1%; MgcRacGAP inhibition: 9%; T cell modulator vesicle-bound %: 57; NTR1 ag cell count 20 µM: 44

What do the screens show for `COc1ccccc1NC(=O)NNC(=O)c1ccc(-c2ccccc2)cc1`?
T cell modulator: inactive; K1F lysis inhibition: 0.1%; Dengue-2 NS5 capping: -8%; Large T inhibition: 31%; Salmonella PhoP GFP: -6%; NTR1 ag: 1.9; RSV CPE inhibition: 3.1%; West Nile antiviral: -0.5%; MgcRacGAP inhibition: 7%; T cell modulator vesicle-bound %: 30; NTR1 ag cell count 20 µM: 49

What do the screens show for `CC(NC(=O)c1cc(COc2c(F)cccc2F)on1)c1cnn(-c2ccccc2)c1` (centres undefined)?
T cell modulator: inactive; K1F lysis inhibition: -0.2%; Dengue-2 NS5 capping: -7%; Large T inhibition: 6%; Salmonella PhoP GFP: 14%; NTR1 ag: -1.1; RSV CPE inhibition: 2.6%; West Nile antiviral: -0.8%; MgcRacGAP inhibition: 4%; T cell modulator vesicle-bound %: 63; NTR1 ag cell count 20 µM: 80

Results for Cc1cc(C)n(-c2ccc3cccc(NS(C)(=O)=O)c3n2)n1 ?
T cell modulator: inactive; K1F lysis inhibition: 0.3%; Dengue-2 NS5 capping: 5%; Salmonella PhoP GFP: -5%; NTR1 ag: -1.8; RSV CPE inhibition: 1.0%; West Nile antiviral: inconclusive; MgcRacGAP inhibition: 7%; T cell modulator vesicle-bound %: 40; NTR1 ag cell count 20 µM: 72

Results for C=CCn1c(Br)nc2c1c(=O)[nH]c(=O)n2C ?
T cell modulator: inactive; K1F lysis inhibition: 0.4%; Dengue-2 NS5 capping: -2%; Large T inhibition: 7%; Salmonella PhoP GFP: -5%; NTR1 ag: -1.8; RSV CPE inhibition: 2.3%; West Nile antiviral: 0.0%; MgcRacGAP inhibition: 8%; T cell modulator vesicle-bound %: 56; NTR1 ag cell count 20 µM: 78

Results for CCn1c(SCC(=O)NCC2CCCO2)nc2cc(S(=O)(=O)N3CCCCC3)ccc21 (centres undefined) ?
T cell modulator: inactive; K1F lysis inhibition: 2.1%; Dengue-2 NS5 capping: -7%; Large T inhibition: 12%; Salmonella PhoP GFP: 11%; NTR1 ag: -0.1; RSV CPE inhibition: 0.9%; West Nile antiviral: 0.2%; MgcRacGAP inhibition: 5%; T cell modulator vesicle-bound %: 38; NTR1 ag cell count 20 µM: 84

Compounds were not picked by outcome; about 1.5% have a hit in one of these screens.
